# Jurkat NFkB inh: lowers PMA/ionomycin-induced NF-kB signal in Jurkat cells. inhibition, % at 4 µM. PMA/ionomycin-induced NF-kB luciferase reporter, luminescence. hit rate 0.53% among 330,000. AID 435003
# SENP8 block: blocks the human protease SENP8; inhibition, % at 10 µM; hit rate 1.2% among 330,000; purified SENP8, Z-RLRGG-aminoluciferin cleavage, luminescence; AID 2540
# Apaf1 inhib: blocks human Apaf-1 apoptosome activity; hit rate 0.71% among 330,000; O14727; reconstituted apoptosome caspase-3 activity, DEVD-Rh110 fluorescence; inhibition, % at 20 µM; active means inhibition of at least 40% at 20 µM;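 further: plate controls were DMSO wells for no effect and DEVD-CHO caspase inhibitor wells for full effect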
#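 Medium: Hepes buffer, pH 7.5 / System: biochemical Apaf-1 apoptosome reconstitution / Measured by: Rh110 fluorescence, excitation 480 nm, emission 540 nm / Times: compound with Apaf-1, dATP, procaspase-3 30 min, then 50 min reaction, room temperature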
# SENP7 block: inhibitors of human SENP7 protease; hit rate 1.5% among 330,000; recombinant SENP7, Z-RLRGG-aminoluciferin luminescence, 40 min; inhibition, % at 5 µM; Q9BQF6; AID 434973;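 active means inhibition above about 50% at the single test dose, limit read from the data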;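 further: plate controls were DMSO with enzyme for no effect and no enzyme buffer wells for full effect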
# 697 NFkB inh: inhibitors of the PMA/ionomycin-induced NF-kB reporter in 697 B cells; hit rate 0.33% among 330,000; 697 B-cell NF-kB luciferase reporter, 16 h; inhibition, % at 4 µM; AID 435022; in the data active means inhibition above about 35%
# UBC13 inh: human UBC13 polyubiquitination inhibition | P61088 | UBC13 polyubiquitin chain formation, TR-FRET | inhibition, % at 20 µM | hit rate 0.47% among 330,000; in the data active means inhibition above about 45%, passing the limit was not always enough
# Gli-Sufu block: blocks Gli-Sufu signaling in a luciferase reporter. Sufu-KO-LIGHT fibroblasts, Gli luciferase reporter luminescence. inhibition, % at 5 µM. hit rate 0.74% among 340,000. AID 588413;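 active means inhibition above about 55%, limit read from the data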;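 further: 0% = DMSO-treated cells and 100% = wells with medium but no cells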
# HKDC1 inh: inhibitors of human hexokinase HKDC1; recombinant HKDC1, G6PDH/diaphorase resazurin coupled fluorescence; hit rate 0.16% among 340,000; AID 493160; inhibition, % at 20 µM;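 active means inhibition above about 35% when tested at 20 µM, limit read from the data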;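 further: plate controls were DMSO wells with enzyme for no effect and DMSO wells lacking enzyme for full effect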
#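 Assay system – recombinant HKDC1 (HK5) hexokinase enzyme, produced in-house · Input – HKDC1 at 5 µg/mL · Reagent – glucose plus 1 mM ATP as hexokinase substrates · Timing – 90 min reaction incubation at room temperature, dark · Measured by – G6PDH/diaphorase-coupled fluorescence, 1 mM NADP, 100 µM resazurin, 525/613 nm · Benchmarks – DMSO-enzyme wells negative, buffer-substituted wells positive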
# The depositor's hits bear a star. Unless noted, no stated cut-off is given here; in the data, active means inhibition above about 50%; inactive means the rest.
1	CC(=O)c1ccc(OCCCC(=O)Nc2ccc(S(=O)(=O)N3CCOCC3)cc2)cc1
2	COc1ccccc1Oc1ccc2c(c1)C(=O)N(CC(=O)O)C2=O
3	CN(C)CCN(C(=O)CCS(=O)(=O)c1ccccc1)c1nc2c(F)cccc2s1
4	O=c1[nH]c(SCc2n[nH]c(=S)n2-c2ccccc2)nc2ccccc12
5	COc1cc(OC)cc(C(=O)N2CCN(C(=O)Cc3ccccc3)CC2)c1
6	O=C(NCc1ccc2c(c1)OCO2)c1cc(-c2ccccc2)on1

Compound	1	2	3	4	5	6
Jurkat NFkB inh	-5.5	-16.4	6.6	-3.9	-12.3	9.0
SENP8 block	14.1	-10.6	-1.6	2.5	-6.5	-5.3
Apaf1 inhib	0.9	2.6	8.1	-4.6	-7.9	-29.2
SENP7 block	0.1	-3.1	2.4	2.3	-7.3	4.0
697 NFkB inh	4.8	-2.3	10.9	4.7	8.1	13.9
UBC13 inh	9.8	-4.1	-10.0	-5.8	-3.1	-2.7
Gli-Sufu block	-4.1	4.7	39.1	4.0	-14.8	3.6
HKDC1 inh	-6.0	7.0	-5.2	-9.2	2.7	-5.8

7	CN(c1cccc(NC(=O)c2ccc(Cl)c(S(=O)(=O)N3CCOCC3)c2)c1)S(C)(=O)=O
8	O=C(NCc1ccccc1)C(=O)Nc1nc(C23CC4CC(CC(C4)C2)C3)cs1
9	COc1cc(Nc2nc3ccccc3nc2NS(=O)(=O)c2ccc([N+](=O)[O-])cc2)cc(OC)c1OC
10	CS(=O)(=O)Nc1ccc(C(=O)NCC2CCCO2)cc1 (configuration not stated)
11	O=S(=O)(Nc1cccc2[nH]ncc12)c1cccs1
12	COc1ccc(OC)c(C(=O)N(C)C2CCCN(Cc3ccccc3F)C2)c1 (configuration not stated)

Compound	7	8	9	10	11	12
Jurkat NFkB inh	-1.9	13.2	17.1	6.6	-5.7	12.2
SENP8 block	0.2	0.4	-7.0	7.1	7.5	-1.9
Apaf1 inhib	3.9	-1.2	10.6	-0.7	11.4	-0.1
SENP7 block	0.9	7.4	8.4	-2.3	-0.3	3.2
697 NFkB inh	6.6	-4.5	14.7	13.1	11.0	9.6
UBC13 inh	-6.0	-6.5	-22.1	-2.0	-1.0	11.6
Gli-Sufu block	6.9	-2.1	4.3	3.2	-0.5	8.4
HKDC1 inh	-3.9	-5.3	-1.4	-3.0	-3.6	-1.1

13	CC(C)(C)[C@@H]1COC(=O)[C@H](Cc2ccc(F)cc2)C/C=C\C[C@H](CC(=O)N(CCO)Cc2ccccc2)C(=O)N1
14	CC(C)C1CC(CCNCc2ccc3c(c2)OCO3)(c2ccccc2)CCO1 (configuration not stated)
15	O=C(CCn1c(=S)oc2ccccc21)NCCC1=CCCCC1
16	COc1ccc(C2CC(c3cccc(OC)c3OC)n3nnnc3N2)cc1 (configuration not stated)
17	CN(C)c1ccc(/C=C(/NC(=O)c2ccccc2)C(=O)N2CCCC2)cc1
18	O=C(c1ccco1)n1nc(-c2cccnc2)nc1NCc1ccco1

Compound	13	14	15	16	17	18
Jurkat NFkB inh	20.6	13.5	5.8	-8.8	1.7	7.7
SENP8 block	8.5	3.9	6.9	-11.2	4.4	3.6
Apaf1 inhib	19.9	-4.5	1.8	11.3	0.1	-2.5
SENP7 block	5.9	0.3	-0.2	-8.0	-4.3	8.5
697 NFkB inh	26.8	3.7	14.9	14.0	3.3	10.6
UBC13 inh	8.9	12.4	13.4	-12.0	-6.4	1.7
Gli-Sufu block	11.2	5.3	-3.4	7.1	-17.4	3.8
HKDC1 inh	-3.5	-0.5	-1.2	-5.5	-3.0	-4.2

19	COc1ccccc1C(=O)NNC(=O)C(=O)NC1CCCCC1
20	N[C@@]12CCc3nonc3[C@]1(O)CC(c1ccccc1)=[N+]2[O-]
21	c1ccc(CN2c3ccccc3-c3nc4ccccc4n3C2c2ccccn2)cc1 (configuration not stated)
22	CCOc1cc(Br)ccc1S(=O)(=O)N1CCC(C(N)=O)CC1
23	COc1ccc(COCC(O)CN2CCN(S(=O)(=O)c3ccc(C(C)C)cc3)CC2)cc1 (configuration not stated)
24	CSc1ccccc1C(=O)NCc1ccc2c(c1)OCO2

Compound	19	20	21	22	23	24
Jurkat NFkB inh	-1.0	-1.6	-5.2	-4.1	-4.6	-10.4
SENP8 block	-1.8	-6.2	-5.0	-4.7	-2.1	2.9
Apaf1 inhib	4.2	0.3	22.2	9.8	11.3	-6.6
SENP7 block	4.8	9.3	10.6	3.7	4.2	1.9
697 NFkB inh	12.8	8.4	-13.5	9.7	5.0	9.1
UBC13 inh	-5.2	0.3	12.6	6.5	9.1	2.2
Gli-Sufu block	18.3	-0.8	15.5	-10.5	20.8	2.6
HKDC1 inh	3.1	0.5	5.0	-3.8	-1.7	-15.9

25	CCC(=O)N/N=c1/sc2ccccc2n1C
26	COc1cc(/C=C2\C(=O)N(c3ccc(NC(C)=O)cc3)N=C2c2ccccc2)ccc1O
27	C=CCc1cccc2cc(C(=O)NC3=C(C#N)CCC3)c(=O)oc12
28	Cc1ccc(S(N)(=O)=O)cc1NC(=O)c1ccc2c3c(cccc13)CC2
29	CN(C(=S)NC(=O)C1CC1)c1ccc(O)cc1
30	Cc1nn(CC(=O)Nc2c(F)c(F)cc(F)c2F)c(=O)c2cccn12

Compound	25	26	27	28	29	30
Jurkat NFkB inh	9.4	5.4	-1.4	-1.0	-2.0	-6.9
SENP8 block	2.4	4.5	-4.3	-2.4	-1.1	2.1
Apaf1 inhib	3.1	39.0	13.4	0.0	-25.3	-6.5
SENP7 block	6.1	33.5	7.3	1.8	-5.6	-6.8
697 NFkB inh	8.9	19.0	13.7	14.3	17.0	10.7
UBC13 inh	4.5	-171.4	2.3	-5.5	-9.3	0.1
Gli-Sufu block	-15.2	-1.4	-0.3	-3.4	-1.5	-0.3
HKDC1 inh	2.8	2.9	2.3	-4.1	1.7	-2.5

31	COc1ccc(C2=NOC(C(=O)Nc3cccnc3)C2)cc1OC (configuration not stated)
32	O=C(CC(Sc1ccccc1)c1cccs1)c1ccco1 (configuration not stated)
33	CCC(=O)N(Cc1ccc2c(c1)OCO2)Cc1cc2cc(OC)ccc2[nH]c1=O
34	CCOC(=O)c1sc(NC(=O)c2c(C)nn(Cc3ccccc3)c2C)cc1C
35	Cc1ccc(NC(=O)COC(=O)Cc2cccs2)cc1S(=O)(=O)N1CCOCC1
36	Cc1[nH]n(-c2ccccc2)c(=O)c1N=Nc1ccc(F)cc1

Compound	31	32	33	34	35	36
Jurkat NFkB inh	3.4	-1.6	-4.3	-17.5	5.2	-19.4
SENP8 block	-0.6	-10.8	-3.1	-5.6	3.5	5.8
Apaf1 inhib	22.2	-4.4	6.5	12.5	-2.9	9.9
SENP7 block	-3.3	-2.5	1.5	-0.2	-4.5	5.8
697 NFkB inh	23.3	4.6	18.9	-9.9	14.4	-10.2
UBC13 inh	7.5	-12.5	5.7	3.5	2.7	-16.0
Gli-Sufu block	7.1	-2.4	-0.3	2.0	-12.1	-16.2
HKDC1 inh	-0.8	0.6	3.1	1.6	0.0	-0.9

37	O=C(OCC(=O)N1CCc2ccccc21)[C@@H]1CC(O)CN1S(=O)(=O)c1ccc(Cl)cc1 (some centres not stated)
38	O=C(Cc1ccc2c(c1)OCCO2)Nc1ccc(Cl)c(S(=O)(=O)N2CCOCC2)c1
39	C/C(=N\NC(=O)C(=O)Nc1cccc(C(F)(F)F)c1)c1ccc(Cl)s1
40	CCCC12CN3CC(C)(CN(C1)C3c1cccs1)C2=O (configuration not stated)
41	COc1ccc(-c2ccc(=O)n(Cc3cccc([N+](=O)[O-])c3)n2)cc1
42	COc1ccc(C2CC(=O)C3=C(C2)Nc2ncnn2C3c2ccccc2C)cc1 (configuration not stated)

Compound	37	38	39	40	41	42
Jurkat NFkB inh	0.3	2.0	16.1	17.2	19.8	-0.4
SENP8 block	9.9	5.5	1.1	-3.4	0.2	-0.9
Apaf1 inhib	-3.3	-1.5	-15.1	2.1	4.0	7.7
SENP7 block	-1.5	-0.3	1.1	-1.0	-0.1	-3.5
697 NFkB inh	11.8	7.1	14.2	16.6	-5.4	7.8
UBC13 inh	17.2	2.6	-5.2	-2.2	21.4	3.1
Gli-Sufu block	-5.0	5.9	36.1	5.8	9.2	-3.1
HKDC1 inh	3.0	1.1	-2.2	-4.8	-4.3	0.3

43	CN(C)c1ccc(CNS(=O)(=O)c2csc(C(N)=O)c2)cc1
44	CCOC(=O)c1sc2ncn(/N=C/c3ccc(O)c(OC)c3)c(=O)c2c1C
45	CCOc1ccc(Nc2c3c(nc4ncnn24)CC(C)CC3)cc1 (configuration not stated)
46	CCOC(=O)CCCNC(=O)COC(=O)/C=C/c1ccc2c(c1)OCO2
47	Cn1c(SCC(=O)NNC(=O)c2ccc(Br)cc2)nnc1-c1cccnc1
48	COC(=O)c1cc(NC(=O)CN(C)Cc2ccccc2)cc(C(=O)OC)c1

Compound	43	44	45	46	47	48
Jurkat NFkB inh	10.3	1.3	-5.0	-7.2	12.5	2.9
SENP8 block	0.6	0.3	-3.6	-9.3	0.1	4.4
Apaf1 inhib	-1.6	2.7	6.6	2.9	-5.4	4.0
SENP7 block	-2.6	-1.4	6.7	2.4	11.9	1.3
697 NFkB inh	-0.5	7.3	-27.7	-0.3	23.2	3.2
UBC13 inh	-3.7	-2.0	-5.8	0.8	5.9	30.4
Gli-Sufu block	-14.2	-11.7	4.5	-5.6	-0.8	-3.8
HKDC1 inh	-2.6	3.8	-0.6	-12.4	-9.4	-4.5

49	O=C1NCCCC1C(=O)NCCNC(=O)C(F)(F)F (configuration not stated)
50	COc1c(C(=O)Nc2c(C)n(C)n(-c3ccccc3)c2=O)ccc2ccccc12
51	CCn1cc(CNCc2cn[nH]c2-c2cc3ccccc3o2)cn1
52	COc1ccc(Oc2ccccc2C#N)cc1

Compound	49	50	51	52
Jurkat NFkB inh	-5.8	-3.0	35.0	-8.4
SENP8 block	-4.4	-5.9	-1.1	-2.6
Apaf1 inhib	-15.9	-0.8	2.6	6.5
SENP7 block	1.1	3.0	-1.2	4.5
697 NFkB inh	-1.3	-11.4	2.1	2.2
UBC13 inh	-5.3	-5.2	2.9	2.3
Gli-Sufu block	-7.3	5.0	36.1	-20.4
HKDC1 inh	-3.8	-1.4	-21.4	0.3

# Compounds were not picked by outcome; overall some 3.6% were active at least once.
